Bioassay records deposited in PubChem by Sanford-Burnham Center for Chemical Genomics.
mIAP act: increases mouse intestinal alkaline phosphatase activity | muIAP, CDP-Star luminescence, 30 min; hits give high values; 1 = vehicle-only enzyme signal, 0 = enzyme-free wells | activation factor at 10 µM | 0.24% of 330,000 active | AID 2805;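 active means activation factor of at least 2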; further: the source names both 10 and 20 µM as test concentration; values of inactives mirror those of a sister screen read the other way
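System: mouse IAP enzyme. Reagent: CDP-Star chemiluminescent phosphatase substrate. Benchmarks: DMSO wells, no-enzyme wells. Times: 30 min enzyme-substrate-compound incubation at room temperature. Detection: luminescence from enzymatic CDP-Star hydrolysis. Doses: test compounds delivered from DMSO solution.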
mIAP block: mouse IAP inhibition; purified mouse IAP, CDP-Star luminescence, 30 min; inhibition, % at 10 µM; 0.2% of 330,000 active; AID 2806;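 active means inhibition of at least 40% at 10 µM in the primary screen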;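 further: plate controls were DMSO with enzyme for no effect and no enzyme wells for full effect; values of inactives mirror those of a sister screen read the other way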
ATG4B inhibitor: inhibitors of human ATG4B cysteine protease. Q9Y4P1. ATG4B cleavage of LC3-PLA2, NBD-HPC fluorescence, 1 h. inhibition, % at 8.33 µM. 0.51% of 340,000 active; in the data active means inhibition above about 40%
HKDC1 inh: blocks human hexokinase HKDC1 activity; recombinant HKDC1, G6PDH/diaphorase resazurin coupled fluorescence; inhibition, % at 20 µM; 0.16% of 340,000 active; AID 493160;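 active means inhibition above about 35% when tested at 20 µM, limit read from the data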;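 further: plate controls were DMSO wells with enzyme for no effect and DMSO wells lacking enzyme for full effect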
Target sequence (Q2TB90 whole entry, looked up): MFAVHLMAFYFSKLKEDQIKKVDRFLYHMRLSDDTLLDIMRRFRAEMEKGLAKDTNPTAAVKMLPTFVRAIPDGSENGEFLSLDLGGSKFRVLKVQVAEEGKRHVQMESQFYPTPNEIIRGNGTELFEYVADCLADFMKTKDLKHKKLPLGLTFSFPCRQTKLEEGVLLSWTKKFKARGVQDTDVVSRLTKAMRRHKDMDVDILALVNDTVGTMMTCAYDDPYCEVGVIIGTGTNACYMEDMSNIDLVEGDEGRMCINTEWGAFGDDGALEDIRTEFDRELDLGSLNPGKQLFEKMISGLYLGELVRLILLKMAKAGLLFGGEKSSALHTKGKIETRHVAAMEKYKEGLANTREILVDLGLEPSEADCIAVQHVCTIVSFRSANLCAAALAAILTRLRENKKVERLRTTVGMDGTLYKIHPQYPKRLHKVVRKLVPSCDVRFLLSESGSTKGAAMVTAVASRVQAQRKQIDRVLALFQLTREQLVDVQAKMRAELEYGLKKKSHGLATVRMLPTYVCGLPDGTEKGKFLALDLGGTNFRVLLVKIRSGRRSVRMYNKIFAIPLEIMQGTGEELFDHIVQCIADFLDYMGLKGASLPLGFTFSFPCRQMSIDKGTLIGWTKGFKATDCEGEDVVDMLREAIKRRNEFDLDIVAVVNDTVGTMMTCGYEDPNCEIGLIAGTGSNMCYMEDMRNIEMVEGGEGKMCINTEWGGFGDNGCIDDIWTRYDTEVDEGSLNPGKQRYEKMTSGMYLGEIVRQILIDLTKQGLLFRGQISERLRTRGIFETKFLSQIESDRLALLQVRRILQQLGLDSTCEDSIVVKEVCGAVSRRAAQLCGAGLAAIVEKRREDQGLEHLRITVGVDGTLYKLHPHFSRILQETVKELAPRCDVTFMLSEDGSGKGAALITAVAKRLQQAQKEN
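test system = in-house recombinant HK5 (HKDC1) enzyme | amount = HKDC1 at 5 µg/mL | control set = DMSO-enzyme wells negative, buffer-substituted wells positive | compound = one dose of 20 µM, 1% DMSO | schedule = reaction time 90 min, room temperature, protected from light | technique = resorufin fluorescence at 613 nm | reagent = glucose with 1 mM ATP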
hIAP activ: increases human intestinal alkaline phosphatase activity; P09923; activation factor at 10 µM; 0.16% of 330,000 active; purified human IAP, CDP-Star luminescence, 30 min; hits give high values; 1 = vehicle-only enzyme, 0 = enzyme-free background;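 active means activation factor of the enzyme at least 2-fold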; further: the source names both 10 and 20 µM as test concentration; values of inactives mirror those of a sister screen read the other way
PfG6PD inh: PfG6PD (Plasmodium falciparum) enzyme inhibition; PfGluPho enzyme, NADPH resazurin-diaphorase fluorescence; inhibition, % at 20 µM; 0.78% of 350,000 active; AID 504690;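 active means inhibition reaching at least a set limit at 20 µM in the primary screen, cut at about 59% in these data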;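 further: 0% = DMSO wells with substrate and 100% = DMSO wells lacking glucose-6-phosphate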
A3A deaminase: inhibitors of human APOBEC3A DNA deaminase. P31941. recombinant A3A, FAM/TAMRA ssDNA deamination fluorescence. inhibition, % at 20 µM. 0.41% of 330,000 active;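 active means at least 40% inhibition at 20 µM here, with at most 30% in a related deaminase screen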;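 further: plate controls were A3A with DMSO for no effect and wells lacking A3A enzyme for full effect; some results filed as inactive read as strong as hits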
Target sequence (P31941 whole entry, looked up): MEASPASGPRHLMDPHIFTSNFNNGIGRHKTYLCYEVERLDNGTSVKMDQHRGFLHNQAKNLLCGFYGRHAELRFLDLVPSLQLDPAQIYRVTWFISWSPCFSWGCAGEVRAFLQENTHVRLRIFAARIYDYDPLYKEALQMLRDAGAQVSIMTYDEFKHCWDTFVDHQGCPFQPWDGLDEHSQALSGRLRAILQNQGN
hIAP inh: blocks human intestinal alkaline phosphatase. P09923. purified IAP, CDP-Star luminescence, 30 min. inhibition, % at 10 µM. 0.12% of 330,000 active. AID 2544;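 active means inhibition reaching a set limit with compound at 10 µM in the primary screen, cut at about 35% in these data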;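 further: plate controls were DMSO wells with enzyme for no effect and no-enzyme buffer wells for full effect; values of inactives mirror those of a sister screen read the other way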
* hit, by the source's call; / = not tested or not shown.

SMILES	mIAP act	mIAP block	ATG4B inhibitor	HKDC1 inh	hIAP activ	PfG6PD inh	A3A deaminase	hIAP inh
CC1(C)CC(CCNC(=O)c2ccco2)CC(C)(C)N1	0.998	0.2	-1.1	-3.9	0.975	3.4	1.8	2.5
O=S(=O)(c1cccc(S(=O)(=O)N2CCC(n3nnc4ccccc43)CC2)c1)N1CCCCC1	0.936	6.4	14.8	2.2	0.939	-14.2	0.6	6.1
CSc1ccc(Cl)c(C(=O)OCC(=O)N2CCOCC2)c1	0.996	0.4	2.4	5.4	1.15	-7.9	-5.7	-14.6
CCOC(=O)c1cccc(NC(=O)Nc2ccc(OCC)cc2)c1	2.91*	-191.3	1.7	0.0	1.08	4.6	-3.8	-8.5
COc1cc(/C=C2/SC(=Nc3ccc(O)cc3)NC2=O)ccc1O	0.845	15.5	-3.9	4.9	0.831	20.4	-0.2	16.9
CC(C)OC(=O)c1ccc(NC(=O)C2C3CC4OC(=O)C2C4C3)cc1 (stereo not given)	1.05	-5.3	-5.0	1.4	1.14	-18.9	0.6	-13.5
CCCCC/C=C/C1=CC(=O)C[C@H](c2ccc3c(c2)OCO3)C1	0.79	21.0	-7.1	0.5	1.12	11.1	-0.9	-12.1
COc1ccccc1NC(=O)/C=C1\NC(=O)CS1	0.919	8.1	5.3	16.1	0.965	-21.9	2.4	3.5
CC1CN(C(=O)CSc2nnc(CNC(=O)c3ccc(S(=O)(=O)N(C)C)cc3)o2)CC(C)O1 (stereo not given)	1.02	-1.7	6.2	-7.9	0.748	-4.3	2.3	25.2
Cc1nc2c(-c3ccc(F)cc3)c(C)nn2c(C)c1CCC(=O)NC(C)CCc1ccco1 (stereo not given)	1.1	-10.1	-4.9	0.1	1.03	36.1	-0.1	-2.7
COc1cccc(Cn2cccc(NC(=O)NC3CCCCC3)c2=O)c1	0.967	3.3	0.9	1.7	1.06	6.8	2.2	-6.2
CCC(C)N(C)C(=O)c1cc2ccccc2c(-c2ccccc2Cl)n1 (stereo not given)	1	0.0	0.8	-2.4	0.901	-5.2	1.4	9.9

4 records drawn at random from the list so far, as already listed:
SMILES	mIAP act	mIAP block	ATG4B inhibitor	HKDC1 inh	hIAP activ	PfG6PD inh	A3A deaminase	hIAP inh
CC1CN(C(=O)CSc2nnc(CNC(=O)c3ccc(S(=O)(=O)N(C)C)cc3)o2)CC(C)O1 (stereo not given)	1.02	-1.7	6.2	-7.9	0.748	-4.3	2.3	25.2
CC1(C)CC(CCNC(=O)c2ccco2)CC(C)(C)N1	0.998	0.2	-1.1	-3.9	0.975	3.4	1.8	2.5
CCCCC/C=C/C1=CC(=O)C[C@H](c2ccc3c(c2)OCO3)C1	0.79	21.0	-7.1	0.5	1.12	11.1	-0.9	-12.1
CCOC(=O)c1cccc(NC(=O)Nc2ccc(OCC)cc2)c1	2.91*	-191.3	1.7	0.0	1.08	4.6	-3.8	-8.5

The list goes on:
SMILES	mIAP act	mIAP block	ATG4B inhibitor	HKDC1 inh	hIAP activ	PfG6PD inh	A3A deaminase	hIAP inh
Cc1cc([N+](=O)[O-])nn1CCC(=O)NC1CCCCCC1	0.919	8.1	33.8	-5.3	1.11	-6.3	-0.9	-11.1
C=CCNC(=O)COc1ccc(S(=O)(=O)Nc2ccc(OCC)cc2)cc1	0.909	9.1	-2.2	-7.4	0.993	-9.6	-0.4	0.7
CC1CCN(CCCNC(=O)c2ccc3c(Cl)c4c(nc3c2)CCCC4)CC1	0.818	18.2	-5.4	-1.7	0.952	10.7	4.8	4.8
O=C(NCCNC(=O)c1cnccn1)c1cccc(Cl)c1	1.02	-2.1	-1.4	-6.3	1.02	0.4	-8.4	-2.5
CSCC[C@H](NC(=O)c1cc2c([nH]c3ccccc32)c(-c2ccccc2)n1)C(=O)O	0.912	8.8	14.4	4.8	1.11	-0.6	-1.7	-11.4
CNC(=O)c1sc(Nc2ccc(OCc3ccccc3)cc2)nc1C	1.02	-2.3	-10.2	0.1	0.93	19.4	-3.1	7.0
Cc1ccc(-c2nc(CS(=O)(=O)CC(=O)NC3CCC(C)CC3)c(C)o2)cc1 (stereo not given)	1.07	-6.9	-6.2	-0.7	1.07	-9.4	-3.7	-7.3
CCN(CC)C(=O)c1ncn(C)c1C(=O)N(CC)CC	0.925	7.5	3.4	-6.8	0.811	-10.3	51.3*	18.9
N#Cc1nc(-c2cccc(Cl)c2)oc1N1CCC(C(N)=O)CC1	1	0.0	15.1	-4.5	0.989	14.9	-0.9	1.1
CCCC1CC(CCc2ccccc2)OS(=O)(=O)N1 (stereo not given)	0.995	0.5	2.5	-2.9	1.16	-7.3	-1.6	-16.3
Cc1ccc(C(=O)O)cc1NCc1ccncc1	1.07	-7.2	-10.7	-2.1	1.25	-5.3	-6.3	-24.7
COc1cccc(C(C)NC(=O)C2CCCC2)c1 (stereo not given)	1.04	-3.6	1.2	-2.9	1.17	-2.0	-0.2	-16.5
COc1cccc(NC(=O)Cc2nc(-c3ccccc3)sc2-c2ccc(C)cc2)c1	1.21	-20.9	1.5	3.0	0.957	7.0	3.3	4.3
O=C(Nc1ccc(S(=O)(=O)N2CCOCC2)cc1)c1cccnc1	1.03	-2.9	8.7	0.2	0.986	-15.2	-3.9	1.4
CCOc1ccc2nc(NC(=O)c3ccc(C)o3)sc2c1	1.03	-3.4	18.4	-1.3	0.919	-0.4	-2.9	8.1
CCN1C(=O)/C(=C/C=C2/Sc3ccccc3N2CCO)SC1=S	0.714	28.6	2.6	-2.0	0.693	41.1	-3.2	30.7
COc1ccccc1-c1coc2c(CN3CCN(C)CC3)c(O)ccc2c1=O	0.951	4.9	-14.3	-2.7	1.03	-3.6	-2.8	-3.1
CCOc1ccc(CNc2nnnn2C)cc1OC	1.02	-2.2	-7.2	-7.3	0.957	7.7	0.5	4.3
Cc1nc(CSc2nnc3scc(-c4ccccc4)n23)cs1	1.02	-2.3	-4.6	-4.0	1.12	0.3	2.6	-11.8
CCOC(=O)c1ccc(NC(=O)CSc2nc(SC)ns2)cc1	0.958	4.2	7.2	-2.9	0.952	15.8	-3.7	4.8
CC(C)CNC(=O)C(=O)NCc1ccccn1	1.01	-1.0	-1.1	-1.4	0.969	-0.8	-2.1	3.1
COc1ccc(OC)c(C(=O)C2COC(=O)C2)c1 (stereo not given)	1.04	-4.2	5.5	-1.6	1.08	11.0	-2.0	-8.4
Cc1cc(OCC(=O)NC(Cc2c[nH]c3ccc(O)cc23)C(=O)O)c2c(C)c(C)c(=O)oc2c1 (stereo not given)	0.991	0.9	-22.8	8.3	1.2	12.1	1.8	-19.7
COc1ccc(NC(=O)CSc2nccn2Cc2ccc(F)cc2)c(OC)c1	0.9	10.0	3.4	-2.2	1.01	9.8	-2.5	-0.6
Cc1ccc(NC(=O)COC(=O)c2ccc3c(=O)n4c(nc3c2)CCC4)c(Br)c1	1.04	-4.0	-1.6	-1.8	1.02	-6.0	-1.6	-2.1
Cc1ccc(C(=O)Nc2ccc(Br)cc2)cc1S(=O)(=O)Nc1ccccn1	0.923	7.7	-9.1	-10.5	1	-12.5	4.8	-0.3
COC(=O)Oc1ccc(/C=N/NC(=O)CSCc2ccc(Cl)cc2)cc1OC	0.876	12.4	-1.1	-8.7	1.04	-6.5	-2.0	-3.7
COCCCn1c(=O)/c(=C\c2cccc(OC)c2OC)s/c1=C(/C#N)C(=O)Nc1ccc(C(=O)O)cc1	0.905	9.5	-8.2	-3.5	0.952	15.9	-0.2	4.8
O=S(=O)(NCC1CCCO1)c1ccc(Cl)nc1 (stereo not given)	1.07	-6.9	-3.1	-1.9	1.1	4.4	0.6	-10.1
COc1ccc(C(=O)C(C)OC(=O)CNC(=O)C2CCCCC2)cc1 (stereo not given)	0.959	4.1	-0.4	-5.7	1.04	-9.8	-0.7	-4.0
Oc1cc2c(cc1O)C(c1ccccc1)CNCC2 (stereo not given)	0.945	5.5	-2.9	1.7	0.883	46.8	-6.0	11.7
COCCOC(=O)C1=C(C)N=C2SCCC(=O)N2C1c1cccc(Br)c1 (stereo not given)	1.06	-5.7	-5.6	-1.8	1.11	-20.5	1.5	-11.0
CC(=O)SC(C)CC(=O)Nc1ccccc1 (stereo not given)	1.14	-13.6	-8.5	-7.1	1.06	-1.3	0.0	-5.6
CN(C)c1cccc(NC(=O)NC2(C)CCS(=O)(=O)C2)c1 (stereo not given)	0.927	7.3	-10.4	-6.4	0.843	13.6	-5.2	15.7
COc1cc(C(=O)NCCC(=O)NCCCN2CCCCC2)cc(OC)c1OC	0.858	14.2	-0.7	-2.0	0.87	-3.4	2.8	13.0
O=C(/C=C\c1ccc2c(c1)OCO2)CC1(O)C(=O)Nc2ccccc21 (stereo not given)	0.974	2.6	1.2	1.9	1	-3.5	3.6	-0.4
O=C(O)c1c(C(=O)O)c(-c2ccc(Cl)c(Cl)c2)n2c1CSC2	0.861	13.9	-1.0	5.4	1.11	-16.8	-2.1	-10.6
Cc1cc(NC(=O)c2ccc([N+](=O)[O-])cc2)n(CCC#N)n1	1.02	-1.9	-1.3	-3.3	1.16	4.8	-1.5	-16.1
OCCN=C1CCCc2c1[nH]c1ccc(Cl)cc21	0.94	6.0	-1.1	2.5	1.22	-10.4	-2.2	-21.5
CC(CN1CCCCC1)OC(=O)c1ccc(Cl)cc1 (stereo not given)	0.908	9.2	-1.6	-4.2	1.01	-16.5	3.2	-1.5
CC(=O)Nc1nnc(SCC(=O)NC2CCCC2)s1	0.962	3.8	0.3	-4.4	1.05	-1.4	2.2	-4.9
CC(C)NC(=O)CCCc1ccccc1	0.973	2.7	-1.8	-10.1	1.19	-13.0	-3.0	-19.1
O=c1cc(O)n(-c2ccc(F)cc2)c(=S)[nH]1	0.987	1.3	-4.0	-0.2	0.942	-1.1	1.9	5.8
CC(=O)c1ccc(NC(=O)Cc2cccs2)cc1	1.01	-0.7	11.2	-5.0	0.897	2.7	19.6	10.3
Nc1ccccc1-n1cccc1	0.957	4.3	-1.2	-1.4	0.957	-1.3	3.1	4.3
CCOc1ccccc1C(=O)NCCCN1CCN(CCCNC(=O)c2ccccc2OCC)CC1	0.991	0.9	-7.3	-1.0	1.06	-20.8	-2.2	-6.3
Cc1cccc(NC(=O)CCn2c(=O)oc3ccccc32)c1	1.02	-2.3	-3.3	-5.0	0.912	5.3	-1.6	8.8
Nc1ccccc1N1CCN(C(=O)c2ccccc2)CC1	1.02	-2.0	-12.7	5.7	1.18	6.6	-13.1	-17.8
COc1cc([C@@H]2CC=C(C(=O)O)[C@H](c3ccccc3F)N2S(=O)(=O)c2ccc(C)cc2)cc(OC)c1OC	1.06	-6.0	5.3	-0.9	0.823	-5.7	-1.1	17.7
Clc1ccc(-n2nnnc2-c2cnc(-c3ccncc3)nc2-c2cccs2)cc1	0.852	14.8	-27.0	3.9	0.832	42.2	-3.2	16.8
CCc1c(C)c(C#N)c2nc3ccccc3n2c1NCC1CCCO1 (stereo not given)	1	0.0	-14.3	3.5	0.884	2.9	-4.1	11.6
COc1ccc(C(C)=O)cc1CSc1nnc(Nc2ccc(C)cc2)s1	1.04	-4.1	0.8	-1.0	0.923	15.5	-1.7	7.7
COc1cc(OC)cc(-c2cc3nc(C)cc(N4CCN(C(=O)c5ccco5)CC4)n3n2)c1	1.21	-21.3	/	/	1.23	/	-3.8	-23.0

Single entries from the results shown.
Reading for `Clc1ccc(-n2nnnc2-c2cnc(-c3ccncc3)nc2-c2cccs2)cc1` under hIAP activ: 0.832
Reading for `COc1ccc(C(C)=O)cc1CSc1nnc(Nc2ccc(C)cc2)s1` under hIAP inh: 7.7
